# EPAC2 ag = activates human EPAC2 exchange factor; Potency, µM (series often up to 154 µM), for the others: top-dose activation, usual class: activators; EPAC2 activation, biochemical qHTS; response scale: 100% = 6.5 mM cAMP response; Q8WZA2; 360,000 tested, 0.079% active; AID 720711; also: potency is read from the fitted curve at half-maximal effect; nearly all actives have a fitted effect of over 50% in size
# Target sequence (Q8WZA2 whole entry, looked up): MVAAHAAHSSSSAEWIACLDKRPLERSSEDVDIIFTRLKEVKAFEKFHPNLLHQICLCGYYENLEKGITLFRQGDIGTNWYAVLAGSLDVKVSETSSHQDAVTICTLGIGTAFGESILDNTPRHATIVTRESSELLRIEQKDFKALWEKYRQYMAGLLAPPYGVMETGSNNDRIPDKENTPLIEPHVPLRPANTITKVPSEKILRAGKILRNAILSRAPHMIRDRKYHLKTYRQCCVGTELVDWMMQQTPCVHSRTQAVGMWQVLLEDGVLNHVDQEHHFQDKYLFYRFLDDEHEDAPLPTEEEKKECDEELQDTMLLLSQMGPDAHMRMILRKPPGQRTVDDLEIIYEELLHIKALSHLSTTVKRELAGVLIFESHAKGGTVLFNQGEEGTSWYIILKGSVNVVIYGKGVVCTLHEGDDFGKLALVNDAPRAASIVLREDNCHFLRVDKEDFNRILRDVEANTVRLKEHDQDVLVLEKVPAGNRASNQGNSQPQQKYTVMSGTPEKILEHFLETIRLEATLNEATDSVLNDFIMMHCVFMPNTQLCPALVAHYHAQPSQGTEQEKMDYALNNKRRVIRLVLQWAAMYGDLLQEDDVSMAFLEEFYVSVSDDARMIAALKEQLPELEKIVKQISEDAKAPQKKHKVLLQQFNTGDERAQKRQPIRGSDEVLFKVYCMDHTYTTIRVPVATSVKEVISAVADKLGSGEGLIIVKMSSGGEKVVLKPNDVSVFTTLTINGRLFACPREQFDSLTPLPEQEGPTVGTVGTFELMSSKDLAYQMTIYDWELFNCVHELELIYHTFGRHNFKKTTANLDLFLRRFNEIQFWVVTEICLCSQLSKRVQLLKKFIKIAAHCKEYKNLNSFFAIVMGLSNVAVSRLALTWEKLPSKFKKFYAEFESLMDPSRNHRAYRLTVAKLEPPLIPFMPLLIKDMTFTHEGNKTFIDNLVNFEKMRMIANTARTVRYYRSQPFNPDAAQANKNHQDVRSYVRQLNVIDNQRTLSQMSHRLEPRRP
#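 Readout is BODIPY fluorescence (480 nm excitation, 540 nm emission), which falls as labeled GDP is exchanged off Rap1B. EPAC2 at 100 nM acted on 250 nM RAP1B-BODIPY-GDP with 50 uM GDP present.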
# EPAC2 antagonist = antagonists of human EPAC2; Q8WZA2; EPAC2 GEF exchange of Rap1B-BODIPY-GDP, fluorescence; Potency, µM (series often up to 114 µM), for inactives: at the top dose activity, negative = inhibition, hits mostly inhibitors; 360,000 tested, 0.18% active; also: potency is read from the fitted curve at half-maximal effect; % is scaled to controls: 0 for no effect and ±100 for the full control effect; nearly all actives have a fitted effect of over 45% in size; many of its hits are not listed in these tables
# A549 viability = counter-screen for Nrf2 inhibitors: cytotoxicity in A549 cells. A549 ARE-Fluc cells, CellTiter-Fluor viability, 18-24 h. 390,000 tested, 0.16% active. AID 504648. Potency, µM (titrated, usually from 46 µM), for the others: at the highest dose activity change, negative = cytotoxicity, actives largely listed as inhibitors; also: potency is read from the fitted curve at half-maximal effect; % is scaled to controls: 0 for no effect and ±100 for the full control effect
#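 Cytotoxicity counterscreen: CellTiter-Fluor fluorescence was measured in A549 ARE_Fluc cells after 18-24 h of compound exposure in a concentration series. The subsequent BugLite luminescent read reports ARE-luciferase activity.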
# Nrf2 inh = inhibitors of Nrf2 signaling. A549 ARE-Fluc reporter, luciferase luminescence, 18-24 h. Potency, µM (series often up to 46 µM), inactives show at the top dose activity change, negative = inhibition, actives largely listed as inhibitors. 360,000 tested, 2.1% active. AID 504444; also: potency is read from the fitted curve at half-maximal effect; % is scaled to controls: 0 for no effect and ±100 for the full control effect; nearly all actives have a fitted effect of over 60% in size
#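 Quantitative HTS in A549 cells stably bearing an antioxidant response element-firefly luciferase construct. Inhibition of Nrf2-driven transcription was scored by luminescence after 18-24 h of compound exposure at 37 °C.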
# Mm-Cpn inhibitor = blocks the Methanococcus maripaludis chaperonin Mm-Cpn; purified Mm-Cpn ATPase, ADP Transcreener TR-FRET; Potency, µM (titrated, usually from 76.9 µM), for inactives: at the top dose activity, negative = inhibition, usual class: inhibitors; 330,000 tested, 0.031% active; AID 504842; also: potency is read from the fitted curve at half-maximal effect; % is scaled to controls: 0 for no effect and ±100 for the full control effect; nearly all actives have a fitted effect of over 80% in size
#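 25 nM Mm-CPN + cpd, 10 min 37°C; + 10 uM ATP, 30 min 37°C; buffer 30 mM Tris pH 7.4, 100 mM KCl, 5 mM MgCl2, 1 mM DTT; Transcreener ADP HTRF detection 30 min RT.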
# pAkt inh = blocks phosphorylation of Akt; Neuro2A IGF-stimulated pAkt S473 HTRF, 20 min; active compounds read low; activity change, % for hits at 50 µM; 360,000 tested, 0.32% active; in the data active = activity change below about -80%; inconclusive = mostly about -51% to -80%; also: % is scaled to controls: 0 for no effect and ±100 for the full control effect
#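 Neuro2A cells in DMEM with 0.5% FBS, overnight at 37 deg C, given compound at single 50 µM final, then IGF (6 nM final) for 20 min at 37 deg C. Lysed; phospho-Akt Ser473 by HTRF after 24 h, 665/615 ratio.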
# TGFb SMAD3 inh = inhibitors of TGF-b signaling | Potency, µM (series often up to 46.1 µM), for inactives: at the top dose activity, negative = inhibition, actives largely listed as inhibitors | HepG2 CAGA-GFP TGF-b/SMAD3 reporter, GFP fluorescence, 18 h; TGF-beta stimulated, 500 pg/mL final | 410,000 tested, 1.2% active | AID 588855; also: potency is read from the fitted curve at half-maximal effect; % is scaled to controls: 0 for no effect and ±100 for the full control effect; nearly all actives have a fitted effect of over 65% in size
#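 Per well, imaged GFP fluorescence of HEPG2 CAGA-GFP cells gives the signal; cells get compound, then TGF-beta (500 pg/mL final), 18 h at 37 degrees C; %Activity versus -TGF-beta and +DMSO controls.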
# Nrf2 activator = activates Nrf2 signaling. Potency, µM (doses to about 46.1 µM), inactives show at the top dose activation, most hits filed as activators. AID 624171. 410,000 tested, 0.31% active. AREc32 ARE-luciferase reporter (MCF7-derived line), luminescence, 24 h; also: potency is read from the fitted curve at half-maximal effect; % of control where 0% means no effect; nearly all actives have a fitted effect of over 65% in size
#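 Luciferase luminescence (Steady-Glo, 30 min at room temperature) served as the read-out of ARE activation in AREc32 cells treated with compounds for 24 hr at 37 deg C.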
# CCT chaperon mod = cytosolic chaperonin activity modulation; purified chaperonin ATPase assay, HTRF ADP detection, 30 min; activity change, % (test concentration not listed), hits read low; 360,000 tested, 0.3% active; in the data active = activity change below about -30%; also: % is scaled to controls: 0 for no effect and ±100 for the full control effect
#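 Enzyme 40 or 20 nM (batch-dependent) in Tris pH 7.4/KCl/MgCl2/DTT; cpd 76 uM single point; ATP 10 uM; 30 min 37 °C; Transcreener ADP HTRF detection, 30 min RT; ratio 665/615.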
# The depositor's hits bear a star; i = inactive; ? = inconclusive; / = not tested or not shown; & = joins results of further samples; [ ] = another dose, or the depositor's remark. Unless noted, calls follow the shape of the dose curve; as a rule, active = well fitted curve in the direction sought with a large enough effect; inconclusive = small, poorly fitted or top-dose-only effect, or another doubt; inactive = no such curve, though single readings can be large; an effect the other way counts as inactive or inconclusive. A portion of the library; the hit share may differ from the screen's.
# Short keys: A = EPAC2 ag; B = EPAC2 antagonist; C = A549 viability; D = Nrf2 inh; E = Mm-Cpn inhibitor; F = pAkt inh; G = TGFb SMAD3 inh; H = Nrf2 activator; I = CCT chaperon mod
SMILES: CN(C)c1ccc(CNC(=O)C2CCN(c3nnc(-n4cccc4)s3)CC2)cc1
  A = /; B = /; C = 1%; D = 4%; E = /; F = /; G = -5%; H = -0.9%; I = /
SMILES: O=c1[nH][nH]c2cc([N+](=O)[O-])ccc12
  A = 10%; B = -6%; C = -6%; D = 3%; E = /; F = i; G = 0%; H = 0.3%; I = -0.3
SMILES: O=C(CCS(=O)(=O)c1ccc2c(c1)NC(=O)CO2)Nc1cccc(C(F)(F)F)c1
  A = /; B = /; C = -3%; D = 2%; E = /; F = /; G = ?; H = 0.1%; I = /
SMILES: O=C1CN(C(=O)c2cccc([N+](=O)[O-])c2)CC(=O)N1
  A = 5%; B = 9%; C = -7%; D = 7%; E = 1%; F = i; G = 9%; H = 0.3%[9.22 µM]; I = 1.0
SMILES: CC(C)CSc1oc(-c2ccco2)nc1S(=O)(=O)c1ccc(Br)cc1
  A = /; B = /; C = 0%; D = -11%[9.27 µM]; E = /; F = /; G = 0%; H = 0.5%; I = /
SMILES: Cn1c(=O)c2c(ncn2CC(O)CNc2ccc(Cl)cc2)n(C)c1=O (stereo not drawn)
  A = -8%; B = 14%; C = 12%; D = -28%; E = /; F = i; G = -3%; H = -0.4%; I = -2.8
SMILES: COc1ccc(C(=O)NCc2ccccn2)cc1
  A = 5%; B = 6%; C = -10%; D = -7%; E = 2%; F = i; G = 1%; H = -0.4%; I = -2.4
SMILES: O=C(Nc1ccc(-c2nnc3n2CCCCC3)cc1)c1cnccn1
  A = 3%; B = -1%; C = 5%; D = 1%; E = -3%; F = i; G = 12%; H = 0.5%; I = -2.2
SMILES: COc1cc(NC(=O)COc2ccc(-n3ccnc3)cc2)cc(OC)c1
  A = 6%; B = 2%; C = 3%; D = ?; E = 2%; F = i; G = -11%; H = 0.1%; I = -0.7
SMILES: O=C1Nc2ccc(Br)cc2/C1=N\N=C\C1=C(N2CCOCC2)C(=C/c2ccccc2)/CC1
  A = 6%; B = -10%; C = -14%; D = 0%; E = /; F = i; G = -9%; H = 8.9%; I = -0.7
SMILES: COc1ccccc1-n1nnnc1SCC(=O)Nc1oc(C)c2c(C)n[nH]c(=O)c12
  A = -1%; B = -2%; C = -3%; D = -1%; E = -3%; F = i; G = 2%; H = 0.0%; I = -1.3
SMILES: CCC(C)[C@@H](C(=O)Nc1ccc(OC)c(OC)c1)N1Cc2ccccc2C1=O (stereo partly drawn)
  A = 7%; B = 2%; C = 0%; D = -10%; E = 3%; F = i; G = 6%; H = 1.7%; I = -0.3
SMILES: COc1cccc(/C=N/NC(=O)c2nnn(-c3nonc3N)c2C(C)C)c1
  A = 16%; B = -11%; C = ?; D = ?; E = 3%; F = i; G = 0%; H = 0.8%; I = 0.7
SMILES: Cc1cc(C)cc(OC(=O)CCN2C(=O)C3C4C=CC(C5CC45)C3C2=O)c1 (stereo not drawn)
  A = 13%; B = -12%; C = 0%; D = 7%; E = 2%; F = i; G = 0%; H = -0.4%; I = -3.1
SMILES: O=C1[C@H]2[C@@H](c3ccc(C(F)(F)F)cc3)N[C@]3(CCCN(Cc4ccc(F)cc4)C3=O)[C@H]2C(=O)N1Cc1ccccc1
  A = 8%; B = -2%; C = /; D = /; E = /; F = i; G = ?; H = -0.2%; I = -1.7

# The last 2 records of the part above lead into the next.
# Short keys: A = EPAC2 ag; B = EPAC2 antagonist; C = A549 viability; D = Nrf2 inh; E = Mm-Cpn inhibitor; F = pAkt inh; G = TGFb SMAD3 inh; H = Nrf2 activator; I = CCT chaperon mod
SMILES: Cc1cc(C)cc(OC(=O)CCN2C(=O)C3C4C=CC(C5CC45)C3C2=O)c1 (stereo not drawn)
  A = 13%; B = -12%; C = 0%; D = 7%; E = 2%; F = i; G = 0%; H = -0.4%; I = -3.1
SMILES: O=C1[C@H]2[C@@H](c3ccc(C(F)(F)F)cc3)N[C@]3(CCCN(Cc4ccc(F)cc4)C3=O)[C@H]2C(=O)N1Cc1ccccc1
  A = 8%; B = -2%; C = /; D = /; E = /; F = i; G = ?; H = -0.2%; I = -1.7
SMILES: COc1ccc(NC(=O)CSc2oc(-c3ccco3)nc2S(=O)(=O)c2ccc(Br)cc2)c(OC)c1
  A = /; B = /; C = -5%; D = -2%[9.27 µM]; E = /; F = /; G = 9%; H = 3.1%; I = /
SMILES: COc1cccc(-c2nn(C)c3sc(C(=O)NCc4ccc(C)cc4)cc23)c1
  A = 5%; B = -3%; C = -3%&-8%; D = ?; E = -8%; F = i; G = ?; H = 5.7%&0.4%; I = -3.3
SMILES: COC(=O)N/N=C(\C)c1ccc2ccccc2c1OC(F)F
  A = 7%; B = 2%[57.1 µM]; C = 0%; D = 0%; E = 1%; F = i; G = -13%; H = -0.2%; I = 0.2
SMILES: NC1=NC2(CCCCC2)N(c2cccc(Cl)c2)C(N)=N1
  A = 5%; B = 0%; C = -1%; D = 5%; E = -8%; F = i; G = -13%; H = 0.3%; I = -5.6
SMILES: CC1(C)Cc2c(sc3c2c(=O)n(-c2cccc(Cl)c2)c(=O)n3CC(N)=O)CO1
  A = 10%; B = -6%; C = -10%; D = -3%; E = 2%; F = i; G = 14%; H = 0.1%; I = -0.5
SMILES: COc1ccc(-c2nnc3ccc(SC)nn23)cc1
  A = 7%; B = 7%; C = 0%; D = 5%; E = -22%; F = i; G = -16%; H = 0.8%; I = 1.1
SMILES: COc1ccc(CC(=O)Oc2ccccc2C)cc1S(=O)(=O)N1CCOCC1
  A = -9%; B = 6%; C = 0%; D = 4%; E = 2%; F = i; G = ?; H = 0.3%; I = 0.7
SMILES: COc1ccc(-c2n[nH]c(=S)n2C2CCCCC2)cc1
  A = -6%; B = 0%; C = 2%; D = 4%; E = -1%; F = i; G = 4%; H = 0.1%; I = 1.3
SMILES: CCc1noc(C)c1C(=O)OCC(=O)c1ccccc1OC
  A = 3%; B = -4%; C = -2%; D = ?; E = -12%; F = i; G = 3%; H = 3.7%; I = 0.1
SMILES: CCN(C(=O)CSc1nnc(C)n1-c1ccccc1)C1CCS(=O)(=O)C1 (stereo not drawn)
  A = 8%; B = 5%; C = 0%; D = -9%; E = -2%; F = i; G = 4%; H = -0.2%; I = -0.3
SMILES: N/C(=N\OC(=O)c1ccc2c(c1)OCO2)c1ccncc1
  A = 6%; B = 3%; C = -6%; D = ?; E = 3%; F = i; G = -6%; H = -0.2%; I = -0.2
SMILES: CCOC(=O)C1(Cc2cccc(OC)c2)CCCN(S(=O)(=O)CC)C1 (stereo not drawn)
  A = 4%; B = 2%; C = -5%; D = -17%; E = 1%; F = i; G = -1%; H = -1.0%; I = -1.0
SMILES: CC(C)CN(C(=O)CSc1ncnc2sccc12)C1CCS(=O)(=O)C1 (stereo not drawn)
  A = 5%; B = 1%; C = 3%; D = -21%; E = -1%; F = i; G = 1%; H = 2.3%; I = -0.2
SMILES: COc1ccc(NC(=O)c2ccc(-c3ccc(C(C)=O)cc3)o2)cn1
  A = -1%; B = 0%; C = -8%; D = 1%; E = -6%; F = i; G = 5%; H = 5.9%; I = -2.6

# Quoted from the listing, 9 compounds:
# Short keys: A = EPAC2 ag; B = EPAC2 antagonist; C = A549 viability; D = Nrf2 inh; E = Mm-Cpn inhibitor; F = pAkt inh; G = TGFb SMAD3 inh; H = Nrf2 activator; I = CCT chaperon mod
SMILES: CN(C)c1ccc(CNC(=O)C2CCN(c3nnc(-n4cccc4)s3)CC2)cc1
  A = /; B = /; C = 1%; D = 4%; E = /; F = /; G = -5%; H = -0.9%; I = /
SMILES: O=c1[nH][nH]c2cc([N+](=O)[O-])ccc12
  A = 10%; B = -6%; C = -6%; D = 3%; E = /; F = i; G = 0%; H = 0.3%; I = -0.3
SMILES: O=C(CCS(=O)(=O)c1ccc2c(c1)NC(=O)CO2)Nc1cccc(C(F)(F)F)c1
  A = /; B = /; C = -3%; D = 2%; E = /; F = /; G = ?; H = 0.1%; I = /
SMILES: O=C1CN(C(=O)c2cccc([N+](=O)[O-])c2)CC(=O)N1
  A = 5%; B = 9%; C = -7%; D = 7%; E = 1%; F = i; G = 9%; H = 0.3%[9.22 µM]; I = 1.0
SMILES: CC(C)CSc1oc(-c2ccco2)nc1S(=O)(=O)c1ccc(Br)cc1
  A = /; B = /; C = 0%; D = -11%[9.27 µM]; E = /; F = /; G = 0%; H = 0.5%; I = /
SMILES: Cn1c(=O)c2c(ncn2CC(O)CNc2ccc(Cl)cc2)n(C)c1=O (stereo not drawn)
  A = -8%; B = 14%; C = 12%; D = -28%; E = /; F = i; G = -3%; H = -0.4%; I = -2.8
SMILES: COc1ccc(C(=O)NCc2ccccn2)cc1
  A = 5%; B = 6%; C = -10%; D = -7%; E = 2%; F = i; G = 1%; H = -0.4%; I = -2.4
SMILES: O=C(Nc1ccc(-c2nnc3n2CCCCC3)cc1)c1cnccn1
  A = 3%; B = -1%; C = 5%; D = 1%; E = -3%; F = i; G = 12%; H = 0.5%; I = -2.2
SMILES: COc1cc(NC(=O)COc2ccc(-n3ccnc3)cc2)cc(OC)c1
  A = 6%; B = 2%; C = 3%; D = ?; E = 2%; F = i; G = -11%; H = 0.1%; I = -0.7
